procasp7 counter = counter-screen: procaspase-7 (human) activation; AID 463210; recombinant procaspase-7, Ac-DEVD-pNA absorbance 405 nm; D23A/D198A/D206A triple mutant, cannot self-cleave; scale: DMSO 0, 5 µM enzyme 100; activation, % at 8.5 µM; P55210; hit rate 0.093% among 330,000;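 active = percent activation above the screen-wide mean plus 3 SD, cut at about 25% in these data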
Target sequence (P55210 whole entry D23A/D198A/D206A): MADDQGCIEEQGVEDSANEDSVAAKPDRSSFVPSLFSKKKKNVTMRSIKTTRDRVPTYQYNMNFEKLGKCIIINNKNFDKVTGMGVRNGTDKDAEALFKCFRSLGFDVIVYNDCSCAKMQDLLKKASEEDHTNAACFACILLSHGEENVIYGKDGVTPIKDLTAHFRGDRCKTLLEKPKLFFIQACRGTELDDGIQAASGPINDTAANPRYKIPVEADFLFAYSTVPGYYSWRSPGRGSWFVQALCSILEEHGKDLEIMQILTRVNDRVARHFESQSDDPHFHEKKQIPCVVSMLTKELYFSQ
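buffer or medium = Zinc-free HEPES/NaCl buffer, pH 7.4 | material = Procaspase-7 triple mutant (PC-7 D3A) | input = 2 µM procaspase-7 mutant as dispensed | signal = Epi-absorbance of released pNA at 405 nm, two timepoints | timing = 1 h preincubation, 2 h reaction | replicates = singlicate compound testing | evaluation = % activation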
HCV core dimer = HCV core protein dimerization inhibition | hit rate 0.33% among 300,000 | TR-FRET GST/Flag-core106 dimerization, 1536-well | inhibition, % at 5 µM;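 active = inhibition above the mean of all tested compounds plus 3 SD, set per screening campaign, cut at about 45% in these data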
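Test system: GST/Flag-tagged HCV core106 proteins; Medium: KF-containing HEPES buffer, pH 7.45, DTT, CHAPS, BSA; Times: compound-protein-antibody incubation 4 h at 22.5 °C; Detection: TR-FRET 671 and 617 nm emission; Benchmarks: wells lacking GST-core106 and wells with excess unlabelled core106.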
CTSL1 counter = cathepsin L1 inhibition, PFM18AAP counter-screen | hit rate 0.49% among 300,000 | AID 1906 | recombinant F. hepatica cathepsin L1, Z-Leu-Arg-MCA fluorescence | inhibition, % at 5.96 µM;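 active = inhibition above the mean of all tested compounds plus 3 SD, set per screening campaign, cut at about 17% in these data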;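 also: 0% = plate median of test compound wells and 100% = 1 µM Z-Phe-Ala-diazomethylketone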
PP1 counter = PP1-alpha (human) inhibition in PP5 counter-screen; hit rate 0.9% among 320,000; P62136; inhibition, % at 6.7 µM; purified PP1alpha, OMFP fluorescence;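 active = inhibition above the mean inhibition of all tested compounds plus 3 SD, computed separately for each screening campaign, cut at about 15% in these data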
Target sequence (P62136 whole entry, looked up): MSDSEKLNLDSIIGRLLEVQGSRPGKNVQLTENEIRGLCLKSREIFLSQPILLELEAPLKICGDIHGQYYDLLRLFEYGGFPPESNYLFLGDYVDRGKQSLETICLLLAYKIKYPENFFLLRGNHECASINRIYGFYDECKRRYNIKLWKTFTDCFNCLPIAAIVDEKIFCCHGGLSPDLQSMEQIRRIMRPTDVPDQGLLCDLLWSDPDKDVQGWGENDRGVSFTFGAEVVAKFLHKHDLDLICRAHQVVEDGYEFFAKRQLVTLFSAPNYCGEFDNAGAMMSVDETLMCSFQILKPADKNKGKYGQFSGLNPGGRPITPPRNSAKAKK
PP5 inh = PP5 (human) phosphatase inhibition; P53041; purified PP5c, OMFP substrate fluorescence; inhibition, % at 6.7 µM; hit rate 0.18% among 320,000; AID 1987;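 active = inhibition above the campaign's mean inhibition across all tested compounds plus 3 SD, cut at about 9.5% in these data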;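 also: 0% = DMSO only and 100% = 100 µM cantharidin control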
PAFAH2 inh = inhibitors of human PAFAH2 | Q99487 | recombinant PAFAH2, FP-rhodamine activity probe, fluorescence polarization | inhibition, % at 3.39 µM | hit rate 0.99% among 340,000 | AID 492956;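 active = inhibition above the mean over all tested compounds plus 3 SD, cut at about 30% in these data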;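 also: inhibitors block probe labeling of enzyme so polarization drops; 0% = enzyme with DMSO and 100% = wells lacking PAFAH2 protein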
AHR activator = activates the human aryl hydrocarbon receptor; P35869; hit rate 2.5% among 320,000; AID 2796; AHR-responsive luciferase reporter cells, luminescence; activation, % at 5 µM; in the data active = activation above about 47%;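 also: 0% = vehicle wells and 100% = reference agonist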
procasp3 activ = procaspase-3 (human) activation; AID 463141; recombinant procaspase-3 D3A, Ac-DEVD-pNA absorbance 405 nm; activation, % at 8.5 µM; hit rate 0.11% among 330,000;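 active = activation above the mean of all tested compounds plus 3 SD, cut at about 21% in these data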;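 also: 0% = DMSO alone and 100% = DMSO wells spiked with extra 5 µM PC-3 D3A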
Target sequence (P42574 whole entry D9A/D28A/D175A): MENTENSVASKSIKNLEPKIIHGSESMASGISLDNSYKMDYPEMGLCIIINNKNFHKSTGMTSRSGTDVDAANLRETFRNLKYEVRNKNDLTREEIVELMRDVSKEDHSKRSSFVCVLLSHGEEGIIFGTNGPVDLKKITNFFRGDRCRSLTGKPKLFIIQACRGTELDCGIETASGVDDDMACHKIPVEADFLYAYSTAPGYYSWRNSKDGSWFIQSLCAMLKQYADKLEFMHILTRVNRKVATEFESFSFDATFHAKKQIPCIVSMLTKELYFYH
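Technique: 405 nm absorbance of p-nitroaniline, reads at 0 and 120 min; Test system: Procaspase-3 D3A mutant; Incubation: 1 h enzyme-compound preincubation, then 2 h substrate reaction, 25 °C; Repeats: singlicate, each compound tested once; Benchmarks: low control DMSO wells, high control DMSO plus 5 µM PC-3 D3A.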
TPT1 inhibitor = blocks Candida albicans tRNA 2'-phosphotransferase; recombinant caTPT1, FP RNA substrate dephosphorylation; inhibition, % at 5 µM; hit rate 0.81% among 300,000; AID 1962;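 active = inhibition above the mean of all tested compounds plus 3 SD, set per screening campaign, cut at about 24% in these data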;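 also: plate controls were DMSO alone for no effect and ferristatin control at 100 nM for full effect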
An asterisk follows results filed as active; nt = not tested or not shown. The order is random. About 5.6% of those tested had a hit in this group.

SMILES | procasp7 counter | HCV core dimer | CTSL1 counter | PP1 counter | PP5 inh | PAFAH2 inh | AHR activator | procasp3 activ | TPT1 inhibitor
Cc1nc(NC(=O)CSc2nnnn2C)sc1C | 5 | -7 | 0 | -3 | -0.1 | -1 | 24 | -5 | -2
COc1ccc(NC(=O)C2c3cc(OC)c(OC)cc3C(=O)N(C)C2c2cccnc2)cc1OC (configuration not stated) | -1 | -5 | -1 | -4 | -1.4 | 6 | 4 | 5 | -9
CC(=O)NC1CC2CCCC(C1)N2CC(=O)Nc1ccccc1 (configuration not stated) | -5 | -1 | -3 | 0 | 2.0 | 8 | 0 | -2 | -4
CN(NC(=O)NN)c1ncc(C(F)(F)F)cc1Cl | 0 | -2 | 0 | 1 | 0.5 | 1 | 2 | 1 | 1
COc1ccc(NC(=O)C2CCN(S(C)(=O)=O)CC2)cc1OC | 4 | 0 | -6 | 2 | -1.7 | 9 | 0 | 8 | -2
CCc1nnc(NC(=O)c2cccc(NC(=O)C(C)C)c2)s1 | 0 | -7 | 4 | 0 | -1.7 | 0 | 16 | -1 | -1
COc1cccc(C2c3c(oc4ccc(F)cc4c3=O)C(=O)N2CCN2CCOCC2)c1OC (configuration not stated) | -24 | 15 | 0 | -3 | 3.3 | 4 | 3 | -8 | -5
CC/C(=N\O)c1c(O)c2c(n(-c3ccccc3)c1=O)CCCC2 | -2 | -3 | 3 | -6 | -0.4 | 0 | 5 | 3 | -2
CC(=O)Nc1cccc(NC(=O)CSc2ccc(-c3ccccn3)nn2)c1 | 3 | 2 | -5 | -12 | -0.5 | -8 | 5 | 7 | 7
CCOc1ncccc1C(=O)OCC(=O)N1CCC(C)CC1 | 3 | nt | nt | nt | nt | 13 | 18 | 6 | nt
CCCC(C)C(=O)Nc1ccc2c(c1)OCCO2 (configuration not stated) | 14 | -5 | -4 | -4 | 2.2 | -5 | 7 | 1 | 0
CC(=O)Nc1ccc(NC(=O)C(C)OC(=O)C(C)SCC(=O)Nc2ccc(F)cc2)cc1 (configuration not stated) | 4 | -2 | 1 | -5 | 4.6 | 4 | 6 | 7 | 0
OC(CNC1CCCC1)COc1ccc(Cl)cc1 (configuration not stated) | -2 | 2 | -1 | -5 | 9.3 | 7 | -4 | 2 | 0
Cc1ccc(C2CC(c3cccc(C)c3)n3ncnc3N2)cc1 (configuration not stated) | 1 | -1 | 2 | -3 | 1.1 | 5 | -3 | 2 | -1
O=C(Nc1ccccc1C(=O)N/N=C/c1ccco1)c1ccccc1Cl | 6 | -8 | 0 | -1 | 1.9 | 1 | 5 | 5 | 0
Cc1cccc(N(C)S(=O)(=O)c2c(C)noc2C)c1 | -6 | 3 | -1 | -3 | 1.2 | 11 | 0 | 6 | -2
CS(=O)(=O)N1CCC(Oc2cccc(C(=O)NCCCC3CCCC3)c2)CC1 | 4 | 9 | -3 | -4 | 4.7 | 1 | 3 | 2 | 1
CC1Cc2cc(/C(O)=C3\C(=O)C(=O)N(Cc4cccnc4)C3c3ccccc3F)ccc2O1 (configuration not stated) | -17 | -6 | -2 | 5 | -1.0 | -4 | 3 | 4 | 0
Cn1c(N)c(C(=O)COC(=O)/C=C/c2ccccc2F)c(=O)n(C)c1=O | -2 | nt | nt | nt | nt | -3 | 1 | 9 | nt
CCc1cc2c(SCc3ccc(C(=O)OC)o3)ncnc2s1 | -1 | -4 | 1 | 3 | 2.8 | 4 | 3 | 2 | 4
CCOc1ccc(OCC)c(S(=O)(=O)NCc2ccccn2)c1 | -2 | -3 | -2 | 1 | 2.1 | -5 | 4 | 7 | 0
COCc1cc(C)nc(OCC(=O)N/N=C/c2ccc(OC)c(O)c2)c1C#N | -7 | -6 | 3 | -7 | -1.4 | 0 | 3 | 7 | 3
CCc1ccc(CCC(=O)Nc2ccc(Br)cc2)o1 | 6 | -8 | -1 | 0 | 0.0 | 4 | 1 | 4 | 0
N#Cc1c(/N=C/c2cccnc2)sc2c1CCCC2 | -10 | 1 | -1 | 1 | 0.5 | nt | 4 | -3 | 0
Cc1c(C(=O)N2CCc3ccccc32)cnn1C | -5 | -6 | 4 | -1 | -4.2 | -8 | 9 | -3 | -1
CC1(C)CC2CC(C)(CN2C(=O)COC(=O)c2cccnc2Cl)C1 (configuration not stated) | -1 | nt | nt | nt | nt | -1 | 0 | 7 | nt
CC(NC(=O)C(=O)NN=C1CCCCCC1)c1ccccc1 (configuration not stated) | 9 | 4 | -2 | -3 | 0.2 | 12 | 9 | -7 | -2
Cc1ccc(NNC(=O)Nc2ccc(Cl)cc2)nn1 | -8 | 4 | -4 | 2 | 0.1 | nt | 6 | -17 | -1
COc1ccc(-n2c(C)cc(C(=O)Cn3c(NCCO)nc4ccccc43)c2C)cc1 | -1 | -1 | 1 | 9 | 4.0 | 2 | -4 | 3 | -1
CCCn1c(NCc2cc(OC)ccc2OC)nc2ccccc21 | 0 | 2 | 4 | -3 | 0.5 | 3 | 18 | 8 | 1
Cc1ccc(NC(=O)c2nc[nH]c2C(=O)N2CCN(c3ccccc3)CC2)cc1 | -2 | -12 | -8 | 3 | 4.8 | -7 | 7 | -1 | 1
CC(Oc1ccccc1)C(=O)Nc1ccc(S(=O)(=O)N2CCCC2)cc1 (configuration not stated) | 0 | 5 | 1 | -1 | -1.1 | -4 | 2 | 3 | -3
CCC(C)OC(=O)C1=C(C)NC(=O)CC1c1ccccc1OC (configuration not stated) | 8 | -1 | 3 | 4 | -1.0 | -7 | -7 | 3 | 3
CCCCOCCCNC(=O)N[C@@H](CCSC)C(=O)OC | 4 | -3 | 2 | -1 | 1.4 | 0 | 0 | 6 | 2
COCCOc1ccc(C(F)(F)F)cc1NC(=O)COC(=O)c1cc([N+](=O)[O-])ccc1N1CCOCC1 | -5 | 3 | -3 | -2 | 4.7 | -1 | 9 | -7 | -2
Cc1ccc(C(=O)NC2CCN(S(=O)(=O)c3ccc(F)cc3)CC2)cc1 | 7 | 0 | -5 | 0 | -2.2 | 3 | 0 | 3 | 2
CCC(C)(C)C1CCC2(CC1)NC(=O)N(CC(=O)Nc1cc(C(F)(F)F)ccc1N1CCOCC1)C2=O (configuration not stated) | 5 | 3 | 1 | -1 | 4.5 | 1 | 1 | 8 | 1
CCN1CCc2c(sc3c2c(NCc2ccco2)nc2nnnn23)C1 | -14 | 15 | 4 | 7 | 1.2 | -5 | 9 | -10 | 3
CCN(c1ccccc1)S(=O)(=O)c1ccc2c(c1)C(C)(C)C(=O)N2C | -10 | -2 | 1 | 3 | 1.4 | 7 | 2 | 2 | 2
Cc1occc1-c1nnc(SCC(=O)c2ccccc2)n1CC1CCCO1 (configuration not stated) | -3 | 1 | -4 | 0 | 2.4 | 7 | 0 | 4 | 1

(continued)
Each structure is followed by: procasp7 counter, HCV core dimer, CTSL1 counter, PP1 counter, PP5 inh, PAFAH2 inh, AHR activator, procasp3 activ, TPT1 inhibitor
> CC1CC(C)CN(C(=O)CCC(=O)Nc2nnc(C3CCCCC3)s2)C1 (configuration not stated)
    -14, 1, 0, 0, 4.8, -2, 2, 5, 2
> COC(=O)COc1ccc(S(=O)(=O)N2CCOCC2)cc1
    7, 2, 2, -2, 0.5, 2, -1, 7, 1
> CC1(C)C=Cc2cc3ccc(=O)oc3cc2O1
    8, 2, 6, -3, 2.4, 10, 0, 10, -1
> CCOC(=O)c1ccc(NC(=O)c2cccc(S(=O)(=O)N3CCN(C(C)=O)CC3)c2)cc1
    1, 10, 0, -1, -0.7, -2, -3, 8, -2
> Cc1nc2ccccc2c(=O)n1NC(=O)c1ccc(Cl)c(Cl)c1
    10, 4, -3, 2, 0.9, -3, 1, -5, -2
> COc1ccc(CNc2nc3ccccc3n2Cc2ccccc2)cc1OC
    9, 1, -4, 2, 1.4, -5, 1, -2, -6
> COc1cc(OC)cc(C(=O)NC(C)CNc2ccc(Cl)cc2[N+](=O)[O-])c1 (configuration not stated)
    -9, -3, 6, 0, 3.0, 2, 9, 1, -2
> Cc1c(OCC(F)(F)F)ccnc1CSc1nc2ccccc2[nH]1
    9, 9, 4, -2, 1.8, 9, 12, -1, 1
> CCc1nc(Nc2ccc(NC(C)=O)cc2)c2oc3ccccc3c2n1
    9, 3, 3, 0, -1.8, -3, 5, -3, -4
> COc1cccc(-c2cc(C(F)(F)F)nc(-n3ccc([N+](=O)[O-])n3)n2)c1
    -3, 8, 5, -5, -0.4, 2, 5, 3, -1
> Cc1nc2cc(N)ccc2n1-c1ccccc1
    -4, -7, 4, -2, -0.8, 6, 5, -3, 5

Structures listed so far containing a Cl atom (seven):
Each structure is followed by: procasp7 counter, HCV core dimer, CTSL1 counter, PP1 counter, PP5 inh, PAFAH2 inh, AHR activator, procasp3 activ, TPT1 inhibitor
> CN(NC(=O)NN)c1ncc(C(F)(F)F)cc1Cl
    0, -2, 0, 1, 0.5, 1, 2, 1, 1
> OC(CNC1CCCC1)COc1ccc(Cl)cc1 (configuration not stated)
    -2, 2, -1, -5, 9.3, 7, -4, 2, 0
> O=C(Nc1ccccc1C(=O)N/N=C/c1ccco1)c1ccccc1Cl
    6, -8, 0, -1, 1.9, 1, 5, 5, 0
> CC1(C)CC2CC(C)(CN2C(=O)COC(=O)c2cccnc2Cl)C1 (configuration not stated)
    -1, nt, nt, nt, nt, -1, 0, 7, nt
> Cc1ccc(NNC(=O)Nc2ccc(Cl)cc2)nn1
    -8, 4, -4, 2, 0.1, nt, 6, -17, -1
> Cc1nc2ccccc2c(=O)n1NC(=O)c1ccc(Cl)c(Cl)c1
    10, 4, -3, 2, 0.9, -3, 1, -5, -2
> COc1cc(OC)cc(C(=O)NC(C)CNc2ccc(Cl)cc2[N+](=O)[O-])c1 (configuration not stated)
    -9, -3, 6, 0, 3.0, 2, 9, 1, -2
